D2 ag: activates the human D2 dopamine receptor | P14416 | HEK293 T-REx D2 cells, calcium flux agonist mode | activation, % at 2 µM | 340,000 tested, 0.53% active;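 active = activation over 3 SD above normal in the single-dose calcium agonist read, cut at about 30% in these data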; also: 0% is about no effect
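HEK293 Trex D2 cells, tetracycline-induced, o/n 30 C 5% CO2; no-wash Ca dye, RT 30–90 min; 10-cycle baseline, 23 nl cpd added, kinetic Ca read 180 s; agonist hits = positive Ca response.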
mIDH1 inhibitor: human IDH1 R132H inhibition. Potency, µM (doses to about 76.6 µM), for the others: at the highest dose activity change, negative = inhibition, most hits filed as inhibitors. O75874. AID 602179. IDH1-R132H enzyme, NADPH consumption, diaphorase/resazurin fluorescence. 390,000 tested, 0.093% active; also: potency is read from the fitted curve at half-maximal effect; % is scaled to controls: 0 for no effect and ±100 for the full control effect; nearly all actives have a fitted effect of over 65% in size
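IDH1-R132H (0.5 ug/mL) preincubated 30 min with compound, then NADPH (0.016 mM) and alpha-KG (2 mM) added; 80 min at RT, pH 7.5. Remaining NADPH coupled via diaphorase/resazurin to fluorescence (540/590 nm); concentration-response curves normalized to no-enzyme control.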
TRHR agonist: TRH receptor (human) agonism. P34981. TRHR cells, calcium flux fluo-8, FDSS agonist mode. activation, % at 2 µM. 360,000 tested, 0.18% active; in the data active = activation above about 30%; also: 0% is about no effect
Target sequence (P34981 whole entry, looked up): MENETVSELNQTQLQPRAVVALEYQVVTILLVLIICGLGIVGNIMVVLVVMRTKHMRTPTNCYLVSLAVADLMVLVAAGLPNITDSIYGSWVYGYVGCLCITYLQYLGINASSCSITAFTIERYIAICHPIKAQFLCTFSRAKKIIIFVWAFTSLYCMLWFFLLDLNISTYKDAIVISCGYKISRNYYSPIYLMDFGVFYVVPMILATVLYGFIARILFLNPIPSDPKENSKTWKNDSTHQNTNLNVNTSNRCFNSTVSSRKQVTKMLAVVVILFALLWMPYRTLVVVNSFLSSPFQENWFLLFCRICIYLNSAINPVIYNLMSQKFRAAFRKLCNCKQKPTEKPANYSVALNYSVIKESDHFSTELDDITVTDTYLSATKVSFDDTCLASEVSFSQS
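TRHR-expressing cells, plated overnight in medium with 10% serum, were loaded with fluo-8 calcium dye at room temperature. After a 10 s baseline, library compound was pin-added and calcium release was recorded kinetically (ex 480/em 530) as agonist response.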
D2 antagonist: D2 dopamine receptor (human) antagonism; P14416; HEK293 TREx D2 cells, calcium flux, dopamine EC80; inhibition, % at 10 µM; 340,000 tested, 2% active; AID 485344; in the data active = inhibition above about 30%; also: 0% is about no effect
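HEK293 T-REx D2 cells, tet-induced, calcium dye no-wash. Cpd pintool add, 180 s kinetic, then EC80 DA, 180 s kinetic. Ca flux read.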
USP1 inh: blocks the human USP1/UAF1 deubiquitinase complex; Potency, µM (doses to about 57.1 µM), without a hit: at the top dose activity change, negative = inhibition, hits mostly inhibitors; 390,000 tested, 0.23% active; recombinant USP1/UAF1, Ub-Rhodamine cleavage fluorescence; also: potency is read from the fitted curve at half-maximal effect; % is scaled to controls: 0 for no effect and ±100 for the full control effect; nearly all actives have a fitted effect of over 60% in size; inactives centre near -12
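High-throughput fluorogenic screen: 1nM USP1/UAF1 complex, Ub-Rho substrate 150nM final, 50mM HEPES pH 7.8 with 0.5mM EDTA, 0.1 mg/ml BSA, 1mM TCEP and 0.01% Tween-20.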
rTrxR1 inhibitor: inhibitors of rat thioredoxin reductase 1. 390,000 tested, 1% active. O89049. Potency, µM (top dose mostly 114 µM), for inactives: top-dose activity change, negative = inhibition, most hits filed as inhibitors. recombinant rTrxR1, NADPH fluorescence consumption, selenite substrate; also: potency is read from the fitted curve at half-maximal effect; % is scaled to controls: 0 for no effect and ±100 for the full control effect; nearly all actives have a fitted effect of over 65% in size
Target sequence (O89049 whole entry, looked up): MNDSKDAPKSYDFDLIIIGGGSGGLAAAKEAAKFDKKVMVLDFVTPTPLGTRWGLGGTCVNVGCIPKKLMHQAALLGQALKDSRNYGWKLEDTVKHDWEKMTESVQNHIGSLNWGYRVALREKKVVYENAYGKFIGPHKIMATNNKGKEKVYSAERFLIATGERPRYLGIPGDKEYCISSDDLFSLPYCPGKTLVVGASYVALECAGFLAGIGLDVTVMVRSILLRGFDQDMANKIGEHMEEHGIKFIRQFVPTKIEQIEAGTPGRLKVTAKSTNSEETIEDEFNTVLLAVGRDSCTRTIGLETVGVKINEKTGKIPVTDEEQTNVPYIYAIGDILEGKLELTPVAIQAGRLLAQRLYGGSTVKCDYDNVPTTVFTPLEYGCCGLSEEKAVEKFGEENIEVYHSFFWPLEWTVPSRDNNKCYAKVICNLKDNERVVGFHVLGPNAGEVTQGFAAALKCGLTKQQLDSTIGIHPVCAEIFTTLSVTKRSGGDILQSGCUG
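Rat TrxR1 (90 nM in the dispensed reagent) was pre-reduced with 400 uM NADPH for 5 min at room temperature, then incubated with compound for 15 min. After 400 uM selenite was added, NADPH fluorescence (Ex 340/Em 450 nm) was followed for 8 min.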
PI4K2A block: PI4K2A (human) kinase inhibition; 420,000 tested, 0.13% active; purified PI4K2A, ADP-Glo luminescence, 1 h; stronger effect = lower value; AID 1346378; activity change, negative = inhibition, % at 76.9 µM; in the data active = activity change below about -50%; inconclusive = mostly about -30% to -49%;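 also: -100% = wells without enzyme as full effect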
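Compounds are screened against recombinant PI4K2A using PI as substrate and ATP, the latter dispensed at 300 microM. Reactions run one hour at ambient temperature before ADP-Glo detection; full inhibition defined by wells lacking enzyme.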
TRHR PAM: allosteric enhancers of human TRH receptor | P34981 | TRHR cells, fluo-8 calcium fluorescence, EC20 TRH enhancement | enhancement, % at 2 µM | 360,000 tested, 0.66% active | AID 493056; in the data active = enhancement above about 30%; also: 0% is about no effect
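TRHR-expressing cells loaded with fluo-8 calcium dye were read kinetically (ex 480/em 530) during compound addition, then stimulated with an EC20 of TRH (10 nM final). Enhancement of the Gq-mediated intracellular calcium response was scored.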
TrxR1 substrate: substrates of rat thioredoxin reductase 1; purified TrxR1 substrate turnover, NADPH consumption readout; Potency, µM (doses to about 114 µM), for inactives: top-dose activity change, negative = substrate turnover; 390,000 tested, 0.01% active; AID 588456; also: potency is read from the fitted curve at half-maximal effect; % is scaled to controls: 0 for no effect and ±100 for the full control effect; nearly all actives have a fitted effect of over 50% in size
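Rat TrxR1, dispensed at 90 nM, was prereduced with 400 uM NADPH (final) for 5 min at ~22 deg C, then incubated with compound 15 min before 400 uM selenite. A first-read NADPH fluorescence drop versus no-compound background flagged substrates.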
* = called active by the depositor; ? = inconclusive; . = no result given; [ ] = remark or other dose. Unless noted, calls follow the shape of the dose curve; as a rule, active = well fitted inhibition curve with a large enough effect; inconclusive = small, poorly fitted or top-dose-only effect; inactive = no such curve, though single readings can be large or run the other way. Compounds were not picked by outcome; about 3.9% have a hit in one of these screens.

SMILES	D2 ag	mIDH1 inhibitor	TRHR agonist	D2 antagonist	USP1 inh	rTrxR1 inhibitor	PI4K2A block	TRHR PAM	TrxR1 substrate
O=C(c1ccc(Cl)cc1)N1CCN(c2ccc([N+](=O)[O-])c(NCc3cccnc3)c2)CC1	.	19%	.	.	-20%	-21%	6	.	-20%
CCCc1ccc(OCC(=O)Nc2scc(-c3cccs3)c2C(=O)OC)cc1	2.8	0%	2.5	.	-23%	-12%	-2	-20	-12%
CCOC(=O)c1c(N)sc2c1CCSC2	-1.2	3%	0.4	3	5%	13%[57.1 µM]	9	16	-15%
COc1ccc(C(=O)Cn2ccsc2=NC(C)=O)cc1	-0.1	9%	1.2	21	-10%	5%[57.1 µM]	1	4	-18%[57.1 µM]
COCCNC(=S)N/N=C/c1ccc(-c2ccc([N+](=O)[O-])cc2)o1	22	2%	34*	11	?	?	2	2	-2%
COc1ccc(C2=CC(=O)C[C@H](c3ccc(F)cc3)C2)c(OC)c1	-0.2	2%	0.2	10	-33%	34%	-2	5	11%
C#CCOCCOCCOCCNc1nc(N2CCN(C(=O)CCCCCCCCCCNC(=O)[C@@H](CCC(=O)O)n3cc(CCCCCN)nn3)CC2)nc(N2CCN(C(=O)CCCCCCCCCCNC(=O)[C@@H](CCC(=O)O)n3cc(CCCCCN)nn3)CC2)n1	1.7	0%	0.1	1	-24%	-35%	-2	-10	6%
Cc1cc(C(=O)N/N=C/c2ccc(-c3cccc(Br)c3)o2)n[nH]1	-0.6	2%	-1.7	-11	-24%	10%	-4	5	51%[activator]
O=C(Nc1cc(Cl)cc(Cl)c1)C(c1ccccc1)N1CCCCC1 (configuration not stated)	0.9	-1%	0.1	7	0%	2%	-5	2	4%[11.4 µM]
CNc1nc(OC)nc(N(C#N)CN2C(=O)c3ccccc3S2(=O)=O)n1	2.1	4%	0.1	-3	-3%	-2%[57.1 µM]	-2	-7	6%[57.1 µM]
COc1cccc(CNC(=O)c2cc3c(s2)-c2ccccc2OC3)c1	0.4	6%	0.3	.	-19%	30%	2	1	276%[activator]
CCc1cc(=O)oc2c3c(cc(OCC(=O)NC4CC4)c12)OC(C)(C)CC3	0.5	5%	1.0	-2	-6%	-17%	1	-7	332%[activator]
COc1ccccc1Nc1c2c(nc3ccc(NC(=O)/C=C/c4cc(OC)c(OC)c(OC)c4)cc13)CCCC2	-0.2	1%	-0.2	.	-26%	20%	1	1	0%
COc1ccc(N(CC2CO2)S(=O)(=O)c2ccc(C)cc2)cc1 (configuration not stated)	-2.2	10%	-1.4	10	-6%	-2%	3	-4	2%
CN(C(=O)CSc1nnnn1-c1ccc(O)cc1)C1CCS(=O)(=O)C1 (configuration not stated)	0.2	-10%	0.4	13	-11%	8%[57.1 µM]	0	0	4%[57.1 µM]
CCCCC(NS(=O)(=O)c1ccc(OC)cc1)C(=O)O (configuration not stated)	0.1	0%	-0.9	-8	-24%	2%	-4	4	3%
COc1ccc(Nc2nc(-c3cc4cccc(OC)c4oc3=O)cs2)cc1	-0.5	2%	-0.3	14	-14%	-9%	0	2	-10%
O=C(COC(=O)c1cccc(NC(=O)c2ccc(Br)cc2)c1)c1ccc(Br)cc1	0.8	-6%	1.0	.	-18%	6%	2	2	4%
CCOC(=O)CN1CC23C=CC(O2)C(C(=O)NC2CCCCC2)C3C1=O (configuration not stated)	0.2	0%	0.4	-8	-18%	17%[57.1 µM]	-1	6	14%[57.1 µM]
CC(C)C(C(=O)Nc1ccccc1)N1C(=O)c2ccccc2C1=O (configuration not stated)	-0.4	7%	-1.2	-9	-12%	19%	4	-1	5%
O=C(O)c1ccc(C(=O)c2cc([N+](=O)[O-])cc([N+](=O)[O-])c2)cc1	.	-3%	.	.	-20%	14%[57.1 µM]	-2	.	9%[57.1 µM]
COc1cc(NC(=O)c2cccc3c2C(=O)N(Cc2cccnc2)C3)cc(OC)c1OC	1.0	?	-0.2	-6	-10%	18%[57.1 µM]	5	-3	9%[57.1 µM]
CC(=O)n1cc([C@H]2C=C(C(=O)Nc3ccccc3)O[C@@H](OCCCCO)C2)c2ccccc21	-0.4	-4%	2.6	18	-15%	31%	5	-4	4%
CSc1ccccc1OCc1cc(C(=O)NC2CCOC2)no1 (configuration not stated)	0.5	4%	0.1	-7	-11%	-2%	-1	5	-4%
CCc1ccc2occ(CC(=O)Nc3ccccc3C(F)(F)F)c2c1	.	-4%	-1.1	.	-7%	9%	-4	7	6%

A few values from the results shown:
Under TRHR PAM, `O=C(Nc1cc(Cl)cc(Cl)c1)C(c1ccccc1)N1CCCCC1` (configuration not stated) shows 2
Under D2 antagonist, `CCOC(=O)CN1CC23C=CC(O2)C(C(=O)NC2CCCCC2)C3C1=O` (configuration not stated) shows -8
Under TrxR1 substrate, `COc1ccc(N(CC2CO2)S(=O)(=O)c2ccc(C)cc2)cc1` (configuration not stated) shows 2%
Under TRHR PAM, `COCCNC(=S)N/N=C/c1ccc(-c2ccc([N+](=O)[O-])cc2)o1` shows 2

Next section.
SMILES	D2 ag	mIDH1 inhibitor	TRHR agonist	D2 antagonist	USP1 inh	rTrxR1 inhibitor	PI4K2A block	TRHR PAM	TrxR1 substrate
Fc1ccccc1CSc1nc2ccccc2[nH]1	-1.0	8%	-0.1	-3	-10%	8%[57.1 µM]	2	3	4%[57.1 µM]
Cc1ccn(C(C)CC(=O)N2CCc3ccccc32)n1 (configuration not stated)	0.8	3%	-0.7	-9	-10%	-1%	-4	19	147%[activator]
Cc1oc2ncn(CC(C)C)c(=O)c2c1C(=O)NCCCN(Cc1ccccc1)C(C)C	0.1	11%	-1.0	.	4%	16%	-1	8	-6%
COc1ccc(OCC(=O)Nc2cc(-c3nn4c(C)nnc4s3)ccc2C)cc1	.	-10%	0.0	.	-10%	-2%	-6	-1	-8%
CCOC(=O)C1CCN(CC(=O)c2c(C)n(C)c3ccc(OC)cc23)CC1	-0.5	7%	-0.8	-2	-3%	7%	3	2	-1%
COc1ccc(-c2oc3ccc(-c4cc(OC)c(OC)c(OC)c4)cc3c2-c2ccc(OC)cc2)cc1	.	5%	.	.	-18%	65%[activator]	4	.	110%[activator]
CC(=O)c1ccc(N2CCN(C(=O)c3nn(C)c4c3CS(=O)(=O)c3ccccc3-4)CC2)cc1	-0.4	0%	-0.1	-5	-23%	9%	-1	-1	-6%
Cc1cccc(C)c1NC(=O)Cn1cc(S(=O)(=O)Cc2ccc(F)cc2)c2ccccc21	1.4	-19%	0.7	.	-34%	5%	-8	-7	-9%
CCc1ccc(S(=O)(=O)c2nnn3c2nc(NCCNC(C)=O)c2cc(Cl)ccc23)cc1	-0.3	-7%	0.1	.	-22%	84%[activator]	1	1	121%[activator]
CCOC(=O)c1cc(-c2ccc(C)o2)nn1CCC#N	-0.8	5%	-0.3	8	-5%	?	-5	2	0%
CC(C)Oc1ccc(C(=O)N2CCN(C(=O)c3ccco3)CC2)cc1	0.3	8%	0.4	-7	-9%	-13%	4	-7	-7%
COc1ccc(/C=C(\NC(=O)c2ccc(OC)cc2)C(=O)Nc2ccccc2C(=O)O)cc1	-0.3	19%	0.3	-19	?	0%	4	2	-9%
CCn1c(SCC(=O)c2[nH]c(C)c(C(C)=O)c2C)nnc1-c1ccccc1	-0.7	8%	0.0	-20	-13%	-2%[57.1 µM]	-2	-3	6%[57.1 µM]
Cc1n(C)c2cc(Cl)ccc2[n+]1Cc1ccccc1	-0.6	-1%	0.5	-8	-6%	18%[57.1 µM]	1	-2	4%[57.1 µM]
CCOCCc1nn2c(=O)cc(COC(=O)COc3ccc(C)c(C)c3)nc2s1	0.6	-10%	0.2	.	16%	10%[57.1 µM]	1	-1	4%[57.1 µM]
CC(=O)Nc1ccc(S(=O)(=O)NCc2nc(-c3ccccc3Cl)no2)cc1	0.1	6%	0.8	4	-22%	31%	-1	-2	10%
CN(C)S(=O)(=O)c1ccc(C(=O)Nc2ccc(Cl)cc2)cc1	1.1	9%	0.9	4	?	23%	-10	-5	1%
Cc1ccccc1-c1nc(Cc2ccc(Cl)cc2)no1	-2.0	5%	0.2	-7	-17%	17%	-3	0	4%
O=C(NC(=S)Nc1cc(S(=O)(=O)N2CCOCC2)ccc1N1CCOCC1)c1ccco1	-0.5	5%	0.2	-32	-16%	-11%[57.1 µM]	11	5	-18%[57.1 µM]
COc1ccc(OC)c(S(=O)(=O)CC(O)CS(=O)(=O)c2ccccc2)c1 (configuration not stated)	0.3	-5%	0.4	-10	-19%	26%	1	0	3%
COc1ccc(N2CCN(c3cc(C)nc4ccc(OC)cc34)CC2)cc1	-1.2	2%	-0.7	-7	?	10%	2	1	-5%
COc1cc(/C=N/N2CCN(C3c4ccccc4-c4ccccc43)CC2)cc(OC)c1O	1.7	-2%	-0.1	-1	-20%	5%	-1	-2	0%
Cc1ccc(OCC(=O)Nc2cnn(CCCC(=O)O)c2)c([N+](=O)[O-])c1	-0.1	-2%	0.3	-1	-5%	-7%[57.1 µM]	2	2	-6%[57.1 µM]
Cc1ccc(C(=O)N/N=C/C=C/c2ccccc2)o1	-0.2	0%	0.3	-6	-24%	?	2	-2	-18%
CC(C)CC(=O)N/C(N)=N/c1nc2ccccc2s1	-1.3	11%	0.7	5	-18%	22%[57.1 µM]	8	1	-3%
CCn1c(=N)n(CC(O)c2ccco2)c2ccccc21 (configuration not stated)	-0.6	0%	-2.4	-5	-9%	8%[57.1 µM]	4	-3	7%
C=CCn1c(SCC(=O)Nc2ccccc2OC)nc(O)c(CC)c1=O	0.0	-1%	-0.1	11	-19%	22%	3	-3	7%

Copied from above, 2 compounds:
SMILES	D2 ag	mIDH1 inhibitor	TRHR agonist	D2 antagonist	USP1 inh	rTrxR1 inhibitor	PI4K2A block	TRHR PAM	TrxR1 substrate
CCn1c(=N)n(CC(O)c2ccco2)c2ccccc21 (configuration not stated)	-0.6	0%	-2.4	-5	-9%	8%[57.1 µM]	4	-3	7%
C=CCn1c(SCC(=O)Nc2ccccc2OC)nc(O)c(CC)c1=O	0.0	-1%	-0.1	11	-19%	22%	3	-3	7%

Compound activity deposited in PubChem BioAssay by National Center for Advancing Translational Sciences (NCATS).
